From PubChem
MITF primary: human MITF inhibition, primary screen. AlphaScreen MITF homodimerization, bead proximity signal. inhibition, % at 2.6 µM. actives 0.91% (n = 650,000). O75030. AID 1259374; in the data active means inhibition above about 50%;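 further: 0% = vehicle wells with protein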
TEAD-YAP block: TEAD-YAP interaction inhibition. HEK-TIYL cells, TEAD-Gal4/YAP UAS-luciferase luminescence. inhibition, % at 9.12 µM. AID 1259422. actives 1.4% (n = 640,000); in the data active means inhibition above about 32%;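 further: 0% = median of test compound wells and 100% = reference inhibitor wells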
GPR151 activ: activators of human GPR151. AID 1508602. actives 1% (n = 650,000). activation, % at 11.2 µM. PathHunter beta-arrestin GPR151 cells, luminescence; in the data active means activation above about 4.9%;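 further: 0% = median of compound wells and 100% = cells with positive control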
FBW7 act: activators of human E3 ligase FBW7; AlphaScreen FBW7–phospho-cyclin E peptide binding, activator screen; normalized activity (activation), % at 26.1 µM; Q969H0; actives 0.13% (n = 650,000); in the data active means normalized activity above about 1.9%;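 further: purified mutant Fbw7 with reduced substrate affinity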
Target sequence (Q969H0 whole entry, looked up): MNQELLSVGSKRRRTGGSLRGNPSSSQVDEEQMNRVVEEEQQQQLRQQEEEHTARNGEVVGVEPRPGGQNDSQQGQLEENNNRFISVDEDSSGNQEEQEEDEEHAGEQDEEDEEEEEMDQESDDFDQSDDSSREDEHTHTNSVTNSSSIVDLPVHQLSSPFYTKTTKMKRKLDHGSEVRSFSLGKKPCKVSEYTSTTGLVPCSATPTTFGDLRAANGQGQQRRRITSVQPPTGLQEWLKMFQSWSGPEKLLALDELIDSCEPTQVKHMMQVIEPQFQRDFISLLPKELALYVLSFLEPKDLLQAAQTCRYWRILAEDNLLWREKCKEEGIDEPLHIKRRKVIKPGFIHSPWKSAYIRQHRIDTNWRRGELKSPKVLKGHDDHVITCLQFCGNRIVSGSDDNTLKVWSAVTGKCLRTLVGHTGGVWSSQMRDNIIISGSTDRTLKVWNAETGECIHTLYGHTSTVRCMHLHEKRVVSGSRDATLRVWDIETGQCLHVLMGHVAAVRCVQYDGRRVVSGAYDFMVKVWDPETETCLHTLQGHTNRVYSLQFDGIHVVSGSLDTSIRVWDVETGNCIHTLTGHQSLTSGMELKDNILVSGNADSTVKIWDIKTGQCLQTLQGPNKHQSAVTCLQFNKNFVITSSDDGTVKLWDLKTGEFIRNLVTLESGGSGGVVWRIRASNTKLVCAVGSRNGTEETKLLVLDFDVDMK
Numbers without * were called inactive; · = not tested or not shown.

Values run as follows: MITF primary | TEAD-YAP block | GPR151 activ | FBW7 act
- CC(C)N(Cc1nccn1C)C(=O)c1cc(COc2ccc(F)cc2Cl)on1
→ 7 | 1 | -0.1 | 0.1
- CCC1CCCCN1C(=O)Cn1c(=S)[nH]c2ccccc2c1=O (stereo not given)
→ 6 | 5 | 3.2 | 0.0
- C=CCNCCCOc1c(C)cccc1C(C)(C)C
→ 48 | 2 | 1.6 | -0.1
- COCCCNC(=O)c1ccc(N2CCC(Cc3ccccc3)CC2)c([N+](=O)[O-])c1
→ -3 | 5 | 0.8 | -0.1
- CC1CCN(c2c(NCC3CCC(C(=O)NC4CCCCC4)CC3)c(=O)c2=O)CC1 (stereo not given)
→ 2 | 3 | -0.3 | 0.0
- CC(C)CC(C(=O)O)N1C(=O)c2cc(Cl)c(Cl)cc2C1=O (stereo not given)
→ 1 | -7 | -2.0 | -0.1
- CC(=O)Nc1c(-c2cc(=O)oc3ccc(C(C)C)cc23)oc2ccccc12
→ 0 | -5 | -1.2 | 0.1
- O=C(NCCN1CCOCC1)c1cccc(-n2ncc3ccc(N4CCOCC4)cc32)c1
→ -5 | -5 | 0.7 | -0.6
- O=C(Nc1nc(-c2ccccn2)cs1)c1ccc(C(=O)c2ccccc2)cc1
→ 0 | -5 | -1.2 | 0.3
- COCCNC(=O)C1CCN(C(=O)c2sccc2-n2cccc2)CC1
→ 5 | -2 | -1.0 | 0.8
- CCOC(=O)c1sc2nc(Cc3ccccc3)nc(NCC(OCC)OCC)c2c1C
→ -1 | -5 | 0.2 | -0.2
- O=C(O)C1CN(C(=O)c2ccccc2F)C1
→ -5 | 0 | -0.8 | 0.1
- COc1ccc(CNC(=O)C(C)Sc2nnc(N)s2)cc1 (stereo not given)
→ 1 | -1 | -0.6 | -0.1
- Cc1nccn1-c1cc(N2CCN(S(=O)(=O)c3cccc(Cl)c3)CC2)ncn1
→ 2 | 29 | -0.8 | -0.3
- Cc1nc2sccn2c(=O)c1S(=O)(=O)Nc1cccc(Cl)c1
→ 5 | -3 | -0.8 | 0.0
- C=CCNCc1cccn1-c1ccccc1
→ 9 | 2 | 0.6 | 0.3
- COc1cc(C(=O)NC(c2ccc(Cl)cc2)c2cc(Cl)c3cccnc3c2O)cc(OC)c1OC (stereo not given)
→ 3 | 1 | 2.1 | 0.0
- Cc1ccc(C(O)CNC(=O)/C=C/c2ccc3c(c2)OCO3)o1 (stereo not given)
→ 17 | -5 | -1.0 | 0.0
- CCc1nc(SC(C)C(=O)Nc2ccccc2)n[nH]1 (stereo not given)
→ -2 | -9 | -0.7 | -0.2
- c1c2c(cc3sc(N4CCOCC4)nc13)OCCO2
→ 15 | 69* | -5.6 | -0.1
- O=C(CCCn1c(=S)[nH]c2ccc(Br)cc2c1=O)NCC1CCCO1 (stereo not given)
→ 18 | -6 | 1.1 | 0.1
- CCCOc1ccc(N2C(=O)CC(Nc3ccc(OC)cc3)C2=O)cc1 (stereo not given)
→ 8 | 7 | -0.1 | -0.2
- Cc1cccc(N2C(=O)/C(=C/c3ccc(OC(C)C(=O)O)cc3)C(=O)NC2=S)c1 (stereo not given)
→ -4 | 0 | -1.8 | 0.0
- CC(C)n1cnc2c(NCCCN3CCCC3=O)nc(NC3CCN(Cc4ccccc4)CC3)nc21
→ 4 | 10 | -0.5 | -0.1
- CC1CCCN(c2nnc(NC(=O)Nc3ccc4c(c3)OCCO4)s2)C1 (stereo not given)
→ 0 | -11 | 2.9 | -0.1
- CCN1CCCC1CNC(=O)c1nn(-c2ccc(OC)cc2OC)c(=O)c2ccccc12 (stereo not given)
→ 4 | 7 | 1.0 | -0.1
- Cc1cccc(OCC(=O)N2CCN(C(=O)c3ccc(-c4ccccc4)cc3)CC2)c1
→ 14 | -7 | 0.1 | -0.1
- O=C(Nc1cccnc1)c1cc2ccccc2oc1=O
→ -11 | -62 | -1.2 | 0.0
- O=C(O)Cc1ccc2[nH]c3ccccc3c2c1
→ 8 | 1 | 0.4 | -0.1
- N#CC(C#N)=C1C=C(c2ccccc2)Oc2ccccc21
→ 0 | 4 | -0.4 | -0.1
- Cc1ncoc1C(=O)NCc1nc(NC2CCCC2)c2cc(Cl)ccc2n1
→ 0 | -6 | 1.1 | -0.2
- c1ccc(-c2cc(Nc3ncccn3)nc(-c3cccnc3)n2)nc1
→ 12 | 6 | -0.1 | -0.1
- C=CCSc1nnc2c(n1)[nH]c1ccc(OCC)cc12
→ -4 | -97 | -0.9 | -0.1
- CCN1CCN(S(=O)(=O)c2cc(Br)c(Br)s2)CC1
→ 2 | -3 | -1.0 | -0.1
- COC(=O)c1ccc(COc2ccc(/C=N/O)cc2OC)cc1
→ 0 | -37 | -0.2 | 0.0
- CC(C)[C@@H](Cn1nc(-c2ccc(F)c(F)c2)ccc1=O)NC(=O)c1cccnc1
→ 20 | -10 | -0.1 | 0.1
- COCCn1c(C)cc(C(=O)COC(=O)C(C)NC(N)=O)c1C (stereo not given)
→ 4 | -11 | -0.2 | 0.0
- CC(C)c1ccc(NC(=O)C(C)N2c3cccc4cccc(c34)S2(=O)=O)cc1 (stereo not given)
→ 0 | -16 | -0.1 | 0.2
- COCCCNC(=O)Cc1ccc(Cl)cc1
→ 5 | -3 | -0.5 | 0.1
- Cn1c(=O)c2c(nc3n2CCCN3c2ccccc2)n(C)c1=O
→ -5 | 0 | 1.0 | -0.3
- Cc1cc(NC(=O)c2cc(-c3ccccc3F)no2)nn1CC(=O)NCc1ccco1
→ 4 | -47 | -0.4 | -0.1
- c1cnc2ccc(Nc3cc(NCc4nc5ccccc5[nH]4)ncn3)cc2c1
→ -11 | -25 | 0.4 | -0.2
- CCOc1cc(C#N)cc(I)c1OCC(=O)OC
→ 17 | -2 | -0.4 | 0.1
- Cc1c(C(=O)N2CCC(C)CC2)sc2ncnc(NCc3ccco3)c12
→ -9 | -1 | -0.9 | 0.0
- CSc1ccc(C2NC(=O)NC(C)=C2C(=O)N(C)C)cc1 (stereo not given)
→ 3 | -1 | 0.4 | -0.1
- O=S(=O)(c1ccc(Br)cc1)n1cnc2ccccc21
→ -3 | -4 | 0.7 | 0.1
- COc1ccccc1CC(=O)N1CCN(c2ccccc2)CC1
→ -4 | -7 | 1.8 | -0.1
- CCOC(=O)C1=C(C)N=c2s/c(=C\c3cccc(OCc4ccccc4)c3)c(=O)n2C1c1ccccc1 (stereo not given)
→ 21 | 8 | -0.5 | 0.1
- COc1ccc(CN2CCN(Cc3ccc(F)cc3)CC2)cc1OC
→ 26 | -3 | 0.7 | -0.4
- CCc1cccc(CC)c1NC(=O)COc1ccccc1C(N)=O
→ 10 | -2 | 0.6 | 0.0
- CC(C)N(C(=O)CN1C(=O)C2CCCN2C(=O)c2ccccc21)C(C)C (stereo not given)
→ -3 | -2 | -1.6 | -0.2
- CC(=O)Nc1ccc(S(=O)(=O)N2CCCCCC2)cc1
→ 7 | 1 | 0.3 | 0.0
- C=CCn1c(SCC(=O)CC(=O)OCC)nc2sc3c(c2c1=O)CCCC3
→ -6 | -5 | 0.4 | 0.0
- O=C(NCC1CCCN(Cc2ccc3nonc3c2)C1)c1cccc(C(F)(F)F)c1 (stereo not given)
→ -4 | 0 | -0.9 | -0.1
- Clc1ccc(Cn2cnc(Cl)c2Cl)cc1Cl
→ 13 | 4 | 1.2 | 0.2
- Cc1ccccc1C(=O)Nc1ccccc1NC(=O)C1CCC1
→ 6 | -33 | -0.7 | 0.3
- Cn1cc(S(=O)(=O)N2CCN(c3ccccc3)CC2)c(=O)n(C)c1=O
→ 1 | 2 | -0.9 | -0.2
- CCOC(=O)c1ccc(NC(=S)N(Cc2cccnc2)Cc2ccco2)cc1
→ 20 | -4 | -0.4 | 0.2
- Cc1ccc(S(=O)(=O)N(C)CCCC(=O)Nc2ccccn2)cc1
→ -5 | 4 | 0.3 | 0.0
- COc1ccc(CN[C@H]2C[C@H]3C(=O)N[C@@H](CC(C)C)C(=O)N3C2)cc1
→ -1 | 14 | 0.5 | 0.1

Following part:
Values run as follows: MITF primary | TEAD-YAP block | GPR151 activ | FBW7 act
- O=C(Oc1coc(CSc2ncccn2)cc1=O)c1ccccc1F
→ -6 | -3 | -1.9 | -0.5
- CCOc1ccccc1NC(=O)C(=O)NN=C1CCN(C)CC1
→ -9 | 2 | 0.9 | -0.1
- CC(C)N(C)C(=O)CC1(c2ccccc2Cl)CC(=O)N(C)C1=O (stereo not given)
→ 16 | 1 | -1.3 | 0.0
- O=C1CCCC(O)=C1N=Nc1ccc2c(c1)OCO2
→ -9 | -28 | -2.4 | -0.2
- CC(=O)c1cccc(NC(=O)CC(C)S(=O)(=O)c2ccc3c(c2)CCN3C(C)=O)c1 (stereo not given)
→ 6 | -8 | 0.3 | 0.1
- O=S(=O)(Nc1ccc2c(c1)oc1ccccc12)c1ccc(Cl)cc1
→ -4 | 7 | -0.5 | 0.1
- CCCC12CN3CC(C)(CN(C1)C3c1c(O)ccc3ccccc13)C2=O (stereo not given)
→ 24 | 1 | 1.8 | 0.2
- COc1cc(/C=C/CN2Cc3ccccc3OC(C)C2)ccc1O (stereo not given)
→ 11 | 4 | -1.6 | 0.1
- Clc1cccc(Cl)c1Cn1c(-c2cncs2)nc2ccccc21
→ 24 | 15 | -0.1 | 0.0
- Cc1ccc(C(C#N)CC(=O)c2ccc(F)cc2)o1 (stereo not given)
→ -6 | 7 | 1.1 | 0.0
- C=CCSc1nnc(C)c(/C=C/NOCc2ccc(F)cc2)n1
→ 20 | -3 | 3.2 | 0.1
- CCOC(=O)CCN(Cc1c(Cl)cccc1Cl)S(=O)(=O)c1cccc([N+](=O)[O-])c1
→ 19 | 6 | -2.1 | 0.1
- O=C(O)C1CCCN1S(=O)(=O)c1ccc(Br)cc1 (stereo not given)
→ 1 | 5 | 0.4 | 0.0
- O=C(COC(=O)c1cc(=O)[nH]c(=O)[nH]1)Nc1cc(C(F)(F)F)ccc1Cl
→ 5 | -5 | -0.1 | 0.0
- C[C@]12CC[C@@H]3c4ccc(OS(=O)(=O)O)cc4CC[C@H]3[C@@H]1CCC2=O
→ 1 | · | -2.5 | 0.1
- COC(=O)c1cc(NC(=O)c2ccc(N3CC4CC(C3)c3cccc(=O)n3C4)c(NC(=O)/C=C\c3ccccc3)c2)cc(C(=O)OC)c1 (stereo not given)
→ 0 | 0 | -0.2 | -0.1
- O=C1c2ccccc2C(=O)N1/C(=N/S(=O)(=O)c1ccccc1)c1ccccc1
→ -11 | -4 | 1.2 | 0.0
- CNC(=O)C(=O)Nc1cccc(C)c1C
→ 5 | -9 | 1.1 | 0.1
- CC[C@H](C)[C@@H]1NC(=O)[C@@H]2C[C@H](NC(=O)N[C@H](C)c3ccccc3)CN2C1=O
→ 10 | -11 | -1.9 | -0.2
- COC(=O)CN1C(=S)N(c2ccc(OC)cc2)C(=O)/C1=C/c1ccc(C)o1
→ 1 | 5 | 2.4 | 0.1
- COc1ccccc1-n1cc(C(=O)NCC(=O)NCc2ccc(F)cc2)c2ccccc2c1=O
→ 2 | 6 | 0.4 | 0.1
- Cc1cc(C)n(-c2cc(N3CCN(C(=O)c4ccccc4)CC3)ccc2[N+](=O)[O-])n1
→ -2 | 0 | -0.9 | 0.0
- CC(C)(C)c1nnc(N/N=C/c2ccccc2)[nH]c1=O
→ -2 | 0 | 1.9 | 0.3
- COc1ccc2c(c1)c(=O)c1ccccc1n2CC(=O)Nc1ccc2c(c1)OCCO2
→ 11 | -34 | 0.2 | 0.0
- CC(C)(C)c1ccc(C(=O)Nc2ccc3nc(SCC(=O)NCCc4ccccc4)sc3c2)cc1
→ 12 | -3 | 0.9 | 0.0
- CC(=O)COc1cc(C)cc2oc(=O)c(Cc3ccccc3)c(C)c12
→ 2 | 1 | -0.3 | -0.4
- Cc1ccc(NC(=O)Cn2c(Cc3ccccc3)nc3sc4c(c3c2=O)CCCC4)cc1F
→ 17 | -8 | 0.3 | 0.5
- C=C/C=C(\C=C/C)C1(C(=O)Nc2nnc(C)s2)CCOCC1
→ 20 | 13 | -0.7 | -0.2
- COCc1cc(C)c2c(N)c(C(N)=O)sc2n1
→ -8 | 6 | -0.1 | 0.1
- NC1=NC(=O)/C(=C/c2cccc(OS(=O)(=O)c3ccc(Cl)cc3)c2)S1
→ 18 | 2 | 0.2 | 0.3
- Cn1c(N2CCN(S(=O)(=O)c3cc(F)ccc3F)CC2)nc2ccccc21
→ 40 | 4 | -1.4 | -0.3

Record cards, from the list above. Values in the order: MITF primary	TEAD-YAP block	GPR151 activ	FBW7 act
O=C1c2ccccc2C(=O)N1/C(=N/S(=O)(=O)c1ccccc1)c1ccccc1 as listed: -11	-4	1.2	0.0
CC(=O)COc1cc(C)cc2oc(=O)c(Cc3ccccc3)c(C)c12 as listed: 2	1	-0.3	-0.4

Some entries already given, showing only GPR151 activ:
compound | GPR151 activ
O=C1c2ccccc2C(=O)N1/C(=N/S(=O)(=O)c1ccccc1)c1ccccc1 | 1.2
CNC(=O)C(=O)Nc1cccc(C)c1C | 1.1
CC[C@H](C)[C@@H]1NC(=O)[C@@H]2C[C@H](NC(=O)N[C@H](C)c3ccccc3)CN2C1=O | -1.9
COC(=O)CN1C(=S)N(c2ccc(OC)cc2)C(=O)/C1=C/c1ccc(C)o1 | 2.4
COc1ccccc1-n1cc(C(=O)NCC(=O)NCc2ccc(F)cc2)c2ccccc2c1=O | 0.4
Cc1cc(C)n(-c2cc(N3CCN(C(=O)c4ccccc4)CC3)ccc2[N+](=O)[O-])n1 | -0.9

The order is random, and some 3.4% of all compounds hit somewhere here.
